Bioassay records (PubChem)
MPTP inh – mitochondrial permeability transition pore inhibitors, primary screen, biochemical, isolated mouse mitochondria, absorbance; 360,000 tested, 1.4% active; Ca2+ swelling absorbance, 30 min; inhibition, % at 10 µM;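 active = inhibition of 50% or more, scaled per plate between neutral and stimulator controls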;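 note: 0% = DMSO wells given calcium and 100% = 1 mM EGTA wells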
APOBEC3A inh – APOBEC3A ssDNA deaminase inhibitors, primary screen, selectivity assay for APOBEC3G inhibitor project, biochemical, FAM/TAMRA oligo cleavage fluorescence. recombinant A3A, FAM/TAMRA ssDNA deamination fluorescence. inhibition, % at 20 µM. AID 493011, 2011. 330,000 tested, 0.41% active;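 active = at least 40% inhibition at 20 µM here, with at most 30% in a related deaminase screen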;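 note: plate controls were A3A with DMSO for no effect and wells lacking A3A enzyme for full effect; some results filed as inactive read as strong as hits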
Target sequence (P31941 whole entry, looked up): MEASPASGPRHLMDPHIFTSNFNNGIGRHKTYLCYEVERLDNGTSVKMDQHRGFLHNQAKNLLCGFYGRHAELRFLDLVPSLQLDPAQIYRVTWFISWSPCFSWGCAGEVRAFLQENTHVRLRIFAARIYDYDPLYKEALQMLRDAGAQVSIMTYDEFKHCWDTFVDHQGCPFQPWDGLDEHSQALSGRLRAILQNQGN
NR3A LBD binder – binders of NR3A ligand-binding domain, primary screen, biophysical, differential scanning fluorimetry, uHTS | Glutamate receptor ionotropic, NMDA 3A (GRIN3A) ligand-binding domain | NR3A LBD differential scanning fluorimetry, Tm shift; 0% = protein alone, 100% = glycine-bound protein | Tm shift relative to glycine control, % at 25 µM | 340,000 tested, 2.5% active;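 active = melting temperature shift of at least 10% of the positive control shift, at one fixed dose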
MIN6 prolif – inducers of MIN6 beta-cell proliferation, primary screen, ATP luminescence, uHTS; MIN6 cells proliferation, ATPlite luminescence, 48 h; cells starved in 0.2% serum; 100% = growth in 10% serum; proliferation, % at 10 µM; 330,000 tested, 0.29% active;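 active = compounds whose signal lies at least 3.5 SD above the mean of all wells on their plate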;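 note: 0% = DMSO-treated cells in low-serum medium and 100% = 10% serum control; some compounds called inactive have numbers as strong as hits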
APOBEC3G inh – APOBEC3G DNA deaminase inhibitors, primary screen, biochemical, fluorescence, single-stranded DNA substrate, uHTS; DNA dC->dU-editing enzyme APOBEC-3G (Homo sapiens), Q9HC16; recombinant A3G, ssDNA deamination FAM/TAMRA fluorescence; inhibition, % at 20 µM; 330,000 tested, 0.28% active;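 active = inhibition of at least 40% at 20 µM, with no more than 30% in the related APOBEC3A deaminase screen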;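 note: plate controls were DMSO wells with A3G for no effect and wells lacking A3G enzyme for full effect; some compounds called inactive have numbers as strong as hits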
Target sequence (Q9HC16 whole entry, looked up): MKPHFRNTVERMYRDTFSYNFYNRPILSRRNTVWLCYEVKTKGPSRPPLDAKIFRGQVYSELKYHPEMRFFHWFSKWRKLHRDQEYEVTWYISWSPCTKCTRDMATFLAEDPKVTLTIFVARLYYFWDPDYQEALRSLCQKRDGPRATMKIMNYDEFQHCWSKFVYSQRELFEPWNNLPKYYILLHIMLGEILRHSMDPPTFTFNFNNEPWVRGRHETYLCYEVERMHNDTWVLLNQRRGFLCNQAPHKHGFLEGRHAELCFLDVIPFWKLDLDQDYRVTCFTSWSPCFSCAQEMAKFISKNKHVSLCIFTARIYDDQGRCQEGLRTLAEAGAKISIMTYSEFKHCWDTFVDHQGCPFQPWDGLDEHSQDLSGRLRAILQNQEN
mIAP activ – activators of mouse IAP, primary screen, biochemical, luminescence, uHTS | muIAP, CDP-Star luminescence, 30 min; stronger effect = higher value; 1 = vehicle-only enzyme signal, 0 = enzyme-free wells | AID 2805, 2010 | 330,000 tested, 0.24% active | activation factor at 10 µM;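 active = activation factor of at least 2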; note: the source names both 10 and 20 µM as test concentration; values of inactives mirror those of a sister screen read the other way
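also added = chemiluminescent substrate CDP-Star | test system = mouse IAP enzyme | signal = chemiluminescence readout | compound = DMSO-dissolved test compounds | incubation = 30 min at room temperature | benchmarks = DMSO wells, no-enzyme wells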
mIAP block – inhibitors of mouse IAP, primary screen, biochemical, luminescence, uHTS. intestinal alkaline phosphatase [Mus musculus]. purified mouse IAP, CDP-Star luminescence, 30 min. inhibition, % at 10 µM. 330,000 tested, 0.2% active;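 active = inhibition of at least 40% at 10 µM in the primary screen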;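 note: plate controls were DMSO with enzyme for no effect and no enzyme wells for full effect; values of inactives mirror those of a sister screen read the other way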
hIAP act – human IAP activators, primary screen, biochemical, luminescence, uHTS. Intestinal-type alkaline phosphatase (Homo sapiens), P09923. purified human IAP, CDP-Star luminescence, 30 min; stronger effect = higher value; 1 = vehicle-only enzyme, 0 = enzyme-free background. activation factor at 10 µM. 330,000 tested, 0.16% active. AID 2524, 2010;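 active = activation factor of the enzyme at least 2-fold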; note: the source names both 10 and 20 µM as test concentration; values of inactives mirror those of a sister screen read the other way
hIAP inh – human IAP inhibitors, primary screen, biochemical, luminescence, uHTS; Intestinal-type alkaline phosphatase (Homo sapiens), P09923; purified IAP, CDP-Star luminescence, 30 min; inhibition, % at 10 µM; 330,000 tested, 0.12% active; AID 2544, 2010;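 active = inhibition reaching a set limit with compound at 10 µM in the primary screen, cut at about 35% in these data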;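 note: plate controls were DMSO wells with enzyme for no effect and no-enzyme buffer wells for full effect; values of inactives mirror those of a sister screen read the other way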
* = called active by the depositor; nt = no result given. This is a random part of the collection; any-hit rate near 5%.

The line under a structure holds: MPTP inh	APOBEC3A inh	NR3A LBD binder	MIN6 prolif	APOBEC3G inh	mIAP activ	mIAP block	hIAP act	hIAP inh
Cc1cccc(CC(C)NC(=O)c2oc3c(F)cccc3c2C)n1 (stereo unspecified)
  1.3	-4.3	3.6	0.5	-5.6	0.944	5.6	1.4	-39.9
COc1ccc(C2CC(c3ccccc3Br)=NN2c2ccc(S(N)(=O)=O)cc2)cc1 (stereo unspecified)
  1.0	1.6	14.3*	nt	1.6	1.17	-17.2	nt	nt
Cc1cccc(OCC(=O)NNC(=O)c2cccs2)c1
  -1.4	0.9	0.8	1.5	-0.6	1.02	-2.2	1.22	-21.5
C=CCN1C(=O)/C(=C\c2ccco2)C(C(=O)OC)=C1C
  2.8	0.8	-11.2	0.4	-9.6	0.955	4.5	0.993	0.7
COc1cccc(-c2ccc(NC(=O)C3CCCN(Cc4cc(C)[nH]n4)C3)cc2)c1 (stereo unspecified)
  -0.3	-1.1	-3.0	-3.5	-4.3	1.01	-1.1	0.938	6.2
CCC(=O)NCc1ccc(-c2nc3ncccc3o2)cc1
  0.1	0.7	2.4	-3.4	-2.2	0.997	0.3	1.04	-4.4
CCN(CC)CCN1C(=O)c2oc3ccccc3c(=O)c2C1c1ccc(F)cc1 (stereo unspecified)
  1.2	3.8	-2.3	3.0	0.5	1.07	-7.3	1.13	-13.3
Cn1cccc1C(=O)NNC(=O)COc1ccccc1F
  0.6	-0.7	1.5	1.4	-3.1	0.903	9.7	1.07	-6.6
COC(=O)c1ccc(C2C(C(=O)c3cc4ccccc4o3)=C(O)C(=O)N2CCN2CCOCC2)cc1 (stereo unspecified)
  -0.7	-5.5	4.1	-2.5	-5.2	0.914	8.6	0.828	17.2
CC1(C)NC(=O)N(CCOCCOc2c(Cl)cc(Cl)cc2Cl)C1=O
  2.1	-2.5	0.4	-0.7	-4.4	0.956	4.4	0.975	2.5
CCOC(=O)C1CCN(C(c2cc(OC)c(OC)c(OC)c2)c2sc3nc(C)nn3c2O)CC1 (stereo unspecified)
  0.5	-6.7	-2.5	-1.9	-8.6	0.939	6.1	1	-0.1
CC(C(=O)O)n1c2ccccc2c2cnn(C)c(=O)c21 (stereo unspecified)
  0.6	5.1	0.9	0.4	-1.6	1.05	-4.9	1.1	-9.7
O=C(/C=C/c1ccc([N+](=O)[O-])cc1)OCC(=O)N1CCCC1
  -0.4	3.0	0.4	-3.1	6.0	1	-0.1	1.12	-12.4
Cc1ccc(NS(=O)(=O)c2cccc(C(=O)NCC(c3ccco3)N3CCCC3)c2)cc1 (stereo unspecified)
  1.3	-0.2	0.3	-4.0	-2.9	1.17	-16.6	1.17	-17.1
Cn1cc(CN2CCC(CO)(CCCc3ccccc3)CC2)c(-c2ccccc2)n1
  0.1	2.5	0.3	-1.3	-3.8	0.964	3.6	0.929	7.1
CC(C)=CCN1CCN(Cc2ccc(C#CC(C)(C)O)s2)CC1CCO (stereo unspecified)
  7.7	3.6	-0.7	-1.2	-1.7	0.899	10.1	0.875	12.5
CCCCn1nc(NC(=O)CCC)c2cc3cc(OC)ccc3nc21
  0.6	-1.0	1.4	-1.3	-9.0	1.62	-62.0	1.45	-45.4
COc1ccccc1N1CCN(CC(=O)N(CC(C)C)c2c(N)n(CC(C)C)c(=O)[nH]c2=O)CC1
  -1.2	6.6	-1.0	1.6	-4.5	0.932	6.8	0.981	1.9
CCN(C(=O)COC(=O)Cc1c[nH]c2ccccc12)C1CCS(=O)(=O)C1 (stereo unspecified)
  0.7	-2.2	0.9	-4.1	-5.6	1.04	-4.4	1.25	-24.8
Cn1c(-c2ccsc2)c(-c2cccs2)c2cc(-c3cccc4[nH]ccc34)ccc21
  0.6	-6.1	-8.0	-7.3	-12.9	0.974	2.6	1.08	-7.9
O=C1CCC(=O)N1CNc1ccccn1
  -0.3	2.3	0.1	-1.4	0.2	0.982	1.8	0.978	2.2
CCOC(=O)c1c[nH]n(-c2ccccc2)c1=O
  0.8	0.8	-0.8	-1.9	-2.1	0.987	1.3	1.12	-11.9
Cc1c(Cl)cccc1NC(=O)CCS(=O)(=O)c1cccc2nonc12
  -2.1	-1.1	0.2	-3.7	-9.0	0.978	2.2	1.09	-9.2
CN(C)S(=O)(=O)c1ccc(C(=O)OCCc2ccccc2)cc1
  -1.0	-1.3	-0.6	0.0	-2.3	0.987	1.3	1.04	-4.0
COc1ccccc1/C=C1\SC(=S)N(Nc2nc(C)cc(C)n2)C1=O
  -2.0	5.5	-1.3	-2.5	-1.0	0.737	26.3	0.941	5.9
COc1ccc(OC)c(/C=N\NC(=O)c2cc3c(ccc4ccccc43)o2)c1
  -0.3	-4.2	22.5*	2.6	-6.4	0.897	10.3	1.08	-7.7
O=C(Nc1ccnn1C1CCN(C(=O)c2ccc(F)cc2)CC1)C1CCOC1 (stereo unspecified)
  -1.1	-4.4	0.3	-0.1	-5.9	1.06	-6.0	1.13	-12.6
Cc1nc2ccccc2n1S(=O)(=O)c1ccc(Br)cc1
  4.9	-0.5	-6.7	1.7	-6.0	0.953	4.7	0.992	0.8
COc1ccc(N2C(=O)c3cc4ccccc4cc3C2=O)cc1
  2.0	-2.5	1.6	-1.5	-5.3	0.95	5.0	1.02	-2.5
Cc1ccc(NC(=O)COC(=O)c2ccc(C)c(S(=O)(=O)N3CCOCC3)c2)cc1
  -1.4	0.4	1.0	-3.2	-6.1	0.997	0.3	1.26	-25.6
CCOC(=O)c1c(-c2ccc(F)cc2)csc1NC(=O)C1CC=CCC1C(=O)O (stereo unspecified)
  0.5	0.3	-0.2	-0.8	4.5	0.959	4.1	0.891	10.9
CCC(C)CCN1C(Nc2ccccc2)=NC[C@@H]1Cc1ccccc1 (stereo partly specified)
  0.8	-1.2	-0.3	-2.6	-7.6	1.03	-3.5	0.907	9.3
CCOc1ccccc1-c1noc(CCCC(=O)NC2CCCCC2)n1
  -0.2	-0.1	-2.0	0.0	-5.0	0.971	2.9	0.987	1.3
COc1ccccc1N1CCN(C(=O)CCS(=O)(=O)c2ccc3c(c2)oc(=O)n3C)CC1
  0.6	-2.9	-1.2	3.2	-4.7	1.05	-4.6	1.38	-38.4
COc1ccc(-c2cc(C(=O)N3CCN(Cc4ccccc4)CC3)no2)cc1OC
  -2.0	0.2	-0.1	1.9	-5.5	1	-0.4	0.948	5.2
O=C(NCc1ccccc1)c1c[nH]c2ccc(S(=O)(=O)Nc3ccc4c(c3)OCCO4)cc2c1=O
  4.6	1.1	12.1*	0.0	0.3	1.05	-5.2	1.09	-8.9
CCOc1ccccc1Nc1nnc(SCC(=O)Nc2cccc(S(=O)(=O)NC3=NCCCCC3)c2)s1
  3.9	-5.1	-5.2	0.1	-4.7	1.1	-10.0	1.05	-4.7
Cc1ccc(C(=O)O)cc1NC(=O)CSc1ncnc2sc3c(c12)CCC3
  1.9	-0.2	-1.4	-1.6	3.3	1.18	-18.1	1.05	-5.3
O=C(NCc1ccc(Cl)cc1)C(=O)NCC1OCCN1S(=O)(=O)c1cc(F)ccc1F (stereo unspecified)
  -0.4	-4.2	-0.5	0.2	-6.4	0.955	4.5	0.849	15.1
O=C(Nc1nncs1)c1ccccc1NS(=O)(=O)c1cccs1
  3.7	-1.3	-3.5	-1.7	-4.0	1.01	-1.5	1.06	-5.7
CC(=O)OCCn1c(=O)c2cc3c(=O)n(CCOC(C)=O)c(=O)c3cc2c1=O
  0.0	0.1	-0.6	-1.1	-1.6	1.02	-2.2	1.03	-3.5
COC(=O)c1ccc(C2CC(=O)NC3=C2C(=O)CCC3)cc1 (stereo unspecified)
  -1.2	-1.9	-1.5	-0.6	-6.5	0.901	9.9	1.01	-1.0
Cc1noc(NS(=O)(=O)c2ccc(NC(=O)c3oc4ccc(Cl)cc4c3C)cc2)c1C
  0.5	-4.4	1.8	-0.5	-6.9	0.87	13.0	1.2	-20.1
Cc1ccccc1Cn1c2ccccc2c2cn[nH]c(=O)c21
  2.5	8.9	-5.0	0.6	-2.0	1.03	-3.1	0.979	2.1
CC(C)(C)c1csc(Sc2ncccc2[N+](=O)[O-])n1
  1.1	-2.4	0.9	0.7	-9.7	0.944	5.6	0.856	14.4

Compound profiles, as listed above. Screens in order: MPTP inh	APOBEC3A inh	NR3A LBD binder	MIN6 prolif	APOBEC3G inh	mIAP activ	mIAP block	hIAP act	hIAP inh
CCOc1ccccc1Nc1nnc(SCC(=O)Nc2cccc(S(=O)(=O)NC3=NCCCCC3)c2)s1 is listed with 3.9	-5.1	-5.2	0.1	-4.7	1.1	-10.0	1.05	-4.7
Cc1noc(NS(=O)(=O)c2ccc(NC(=O)c3oc4ccc(Cl)cc4c3C)cc2)c1C is listed with 0.5	-4.4	1.8	-0.5	-6.9	0.87	13.0	1.2	-20.1

The results go on.
The line under a structure holds: MPTP inh	APOBEC3A inh	NR3A LBD binder	MIN6 prolif	APOBEC3G inh	mIAP activ	mIAP block	hIAP act	hIAP inh
Nc1nc(Nc2ccccc2)nc2c1ncn2[C@@H]1O[C@H](CO)[C@@H](O)[C@H]1O
  -1.0	-0.9	-1.7	0.1	-5.5	0.975	2.5	0.968	3.2
O=C(c1ccncc1)N1CCN(S(=O)(=O)c2cccc(Cl)c2)CC1
  -0.7	-1.1	-0.5	-2.3	-7.0	0.99	1.0	1.08	-7.8
COC(=O)c1ccc(-c2nc(O)c(C)s2)cc1
  1.8	-0.3	3.0	-1.9	5.3	0.901	9.9	0.997	0.3
CN1CCN(S(=O)(=O)c2ccc(NC(=O)c3ccc(F)cc3)cc2)CC1
  -6.0	-1.8	0.7	-2.1	-2.4	0.973	2.7	1.13	-13.4
O=C(NNc1nc2c(F)cccc2s1)c1cc(=O)c2ccccc2o1
  1.5	-1.0	-7.6	-2.0	-0.5	0.795	20.5	2.74*	-174.3
CC1(C)CC(=O)C=C(NNC(=O)c2cccnc2)C1
  0.1	-2.3	1.9	0.6	0.5	0.985	1.5	1.08	-8.0
O=C1NC(Cc2ccccc2)c2nc3cc(F)ccc3c(=O)n2-c2cc(Cl)ccc21 (stereo unspecified)
  nt	-2.9	nt	-1.5	-10.4	0.908	9.2	0.931	6.9
N#Cc1ccc(C(=O)Nc2nc(-c3cccs3)c(C(=O)C(F)(F)F)s2)cc1
  87.5*	4.8	3.1	-5.9	10.9	0.834	16.6	1.14	-13.8
Cc1ccc(S(=O)(=O)N(C#N)c2nc(C)cc(C)n2)cc1
  -2.3	0.3	-1.6	-1.4	0.8	1.03	-3.3	1.07	-7.1
O=c1cnnc(Nc2ccc(Cl)c(C(F)(F)F)c2)[nH]1
  -0.6	2.2	-0.6	-3.2	1.3	1.01	-1.2	1.06	-6.2
CCSc1nc(C)nc2c1oc1ccccc12
  -0.3	-0.6	-0.1	-1.3	-7.3	0.94	6.0	1.04	-4.1
